hIAP act = human IAP activation | purified human IAP, CDP-Star luminescence, 30 min; stronger effect = higher value; 1 = vehicle-only enzyme, 0 = enzyme-free background | activation factor at 10 µM | hit rate 0.16% among 330,000 | AID 2524;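 active = activation factor of the enzyme at least 2-fold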; also: the source names both 10 and 20 µM as test concentration; values of inactives mirror those of a sister screen read the other way
Target sequence (P09923 whole entry, looked up): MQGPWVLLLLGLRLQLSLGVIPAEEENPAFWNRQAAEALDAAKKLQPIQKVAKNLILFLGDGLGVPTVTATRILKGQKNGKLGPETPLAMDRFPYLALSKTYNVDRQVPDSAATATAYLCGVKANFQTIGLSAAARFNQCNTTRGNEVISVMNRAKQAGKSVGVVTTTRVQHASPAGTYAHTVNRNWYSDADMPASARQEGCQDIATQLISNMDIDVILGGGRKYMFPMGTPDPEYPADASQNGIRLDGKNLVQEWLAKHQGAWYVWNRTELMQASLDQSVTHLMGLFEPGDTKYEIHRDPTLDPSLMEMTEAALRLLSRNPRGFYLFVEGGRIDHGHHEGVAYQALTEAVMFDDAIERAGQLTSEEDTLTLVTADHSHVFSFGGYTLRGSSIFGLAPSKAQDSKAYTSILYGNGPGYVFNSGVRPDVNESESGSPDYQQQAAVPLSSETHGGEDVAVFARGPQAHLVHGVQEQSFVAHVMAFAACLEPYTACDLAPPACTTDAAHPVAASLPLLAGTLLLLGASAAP
ATG4B inh = ATG4B (human) cysteine protease inhibition | ATG4B cleavage of LC3-PLA2, NBD-HPC fluorescence, 1 h | inhibition, % at 8.33 µM | hit rate 0.51% among 340,000 | AID 504462; in the data active = inhibition above about 40%
hIAP inh = human IAP inhibition; hit rate 0.12% among 330,000; purified IAP, CDP-Star luminescence, 30 min; inhibition, % at 10 µM; AID 2544; P09923;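 active = inhibition reaching a set limit with compound at 10 µM in the primary screen, cut at about 35% in these data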;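 also: plate controls were DMSO wells with enzyme for no effect and no-enzyme buffer wells for full effect; values of inactives mirror those of a sister screen read the other way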
mIAP inh = blocks mouse intestinal alkaline phosphatase. purified mouse IAP, CDP-Star luminescence, 30 min. hit rate 0.2% among 330,000. inhibition, % at 10 µM;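 active = inhibition of at least 40% at 10 µM in the primary screen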;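 also: plate controls were DMSO with enzyme for no effect and no enzyme wells for full effect; values of inactives mirror those of a sister screen read the other way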
HKDC1 inhibitor = blocks human hexokinase HKDC1 activity. Q2TB90. recombinant HKDC1, G6PDH/diaphorase resazurin coupled fluorescence. inhibition, % at 20 µM. hit rate 0.16% among 340,000. AID 493160;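 active = inhibition above about 35% when tested at 20 µM, limit read from the data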;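 also: plate controls were DMSO wells with enzyme for no effect and DMSO wells lacking enzyme for full effect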
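Assay system: in-house recombinant HK5 (HKDC1) enzyme. Input: HKDC1 at 5 µg/mL. Medium: Tris pH 8.0 buffer with MgCl2, Tween-20, BSA, BME. Dosing: single 20 µM dose. Schedule: 90 min reaction incubation at room temperature, dark. Signal: resazurin-to-resorufin fluorescence via G6PDH and diaphorase coupling, 525/613 nm. Controls: DMSO-enzyme wells negative, buffer-substituted wells positive.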
APOBEC3A inh = blocks human APOBEC3A ssDNA deamination | recombinant A3A, FAM/TAMRA ssDNA deamination fluorescence | AID 493011 | hit rate 0.41% among 330,000 | P31941 | inhibition, % at 20 µM;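 active = at least 40% inhibition at 20 µM here, with at most 30% in a related deaminase screen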;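 also: plate controls were A3A with DMSO for no effect and wells lacking A3A enzyme for full effect; some results filed as inactive read as strong as hits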
Target sequence (P31941 whole entry, looked up): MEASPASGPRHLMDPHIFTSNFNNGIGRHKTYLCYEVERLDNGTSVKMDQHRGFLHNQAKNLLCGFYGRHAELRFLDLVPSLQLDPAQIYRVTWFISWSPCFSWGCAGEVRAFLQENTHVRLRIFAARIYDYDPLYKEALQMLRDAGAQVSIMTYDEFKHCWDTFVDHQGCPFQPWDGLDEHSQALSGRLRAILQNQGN
mIAP activ = mouse IAP activation. muIAP, CDP-Star luminescence, 30 min; stronger effect = higher value; 1 = vehicle-only enzyme signal, 0 = enzyme-free wells. activation factor at 10 µM. hit rate 0.24% among 330,000. AID 2805;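 active = activation factor of at least 2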; also: the source names both 10 and 20 µM as test concentration; values of inactives mirror those of a sister screen read the other way
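Assay system: mouse IAP enzyme; Reagent: CDP-Star chemiluminescent phosphatase substrate; Compound: DMSO-dissolved test compounds; Incubation: 30 min, room temperature; Technique: luminescence from enzymatic CDP-Star hydrolysis; Controls: DMSO-only wells and no-enzyme negative control.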
PfG6PD inh = PfG6PD (Plasmodium falciparum) enzyme inhibition; AID 504690; PfGluPho enzyme, NADPH resazurin-diaphorase fluorescence; hit rate 0.78% among 350,000; inhibition, % at 20 µM;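 active = inhibition reaching at least a set limit at 20 µM in the primary screen, cut at about 59% in these data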;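 also: 0% = DMSO wells with substrate and 100% = DMSO wells lacking glucose-6-phosphate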
An asterisk follows results filed as active; / = no result given.

hIAP act,ATG4B inh,hIAP inh,mIAP inh,HKDC1 inhibitor,APOBEC3A inh,mIAP activ,PfG6PD inh,SMILES
1.1,-23,-6,-2,2,-4,1,2,COc1ccc(OC)c(C2C(C(N)=O)=C(C)Nc3nc(-c4cccc(Cl)c4)nn32)c1 (stereo not given)
1,-10,0,0,-1,-2,1,14,CCn1c(CSc2nnc(-c3ccncc3)n2CCOC)nc2cc(C(=O)O)ccc21
0.93,-18,7,1,-4,-2,0.99,1,CCN(C(=O)CCN1C(=O)c2ccccc2C1=O)C1CCCCC1
1,2,-1,-3,-2,-3,1,-18,CC1=C(C(=O)OC(C)C)C(c2cccs2)NC(=O)N1 (stereo not given)
0.99,-2,1,-1,-8,1,1,23,CCn1c(CNS(=O)(=O)c2ccc(Cl)cc2)n[nH]c1=S
1.1,4,-14,7,-3,-1,0.93,6,COc1ccc(Cl)cc1NC(=O)COC(=O)Cc1cccs1
0.92,-4,8,-5,0,-2,1,13,NC(=NC(=O)c1ccccc1)N1CCN(C(c2ccccc2)c2ccccc2)CC1
0.83,3,17,-6,2,5,1.1,18,Cc1ccc(-n2c(SCC(=O)Nc3ccc4c(c3)OCO4)nnc2-c2ccoc2C)cc1
1.2,/,-18,-8,/,96,1.1,/,CCOc1ccc(NC(=O)c2cccc(-n3cccc3)c2)cc1S(=O)(=O)N1CCOCC1
1.2,9,-20,18,-2,-2,0.82,-9,CNC(=O)c1[nH]cnc1C(=O)NCC(=O)OC(C)(C)C
0.98,4,2,4,-5,0,0.96,-5,COc1ccc(C)cc1S(=O)(=O)Nc1cc2c3c(c1)CC(=O)N3CCC2
1.1,-4,-8,-18,-3,-6,1.2,3,COCCn1c(SCC(=O)c2[nH]c(C)c(C(C)=O)c2C)nc2ccccc2c1=O
0.93,0,7,-4,-8,-7,1,-4,Cc1ccc(OCC(=O)N2CCOCC2)c([N+](=O)[O-])n1
0.93,26,7,-9,-4,-3,1.1,-2,CC1(c2nnc(-c3cccc(Cl)c3)o2)CC(c2c(Cl)cccc2Cl)=NO1 (stereo not given)
1.1,0,-10,-3,-6,-5,1,13,NNC(=O)c1ccc(COc2ccc3c(c2)CCC3)o1
1.1,-2,-6,5,-4,-7,0.95,-17,O=C1NC2(CCOc3ccccc32)C(=O)N1CC(=O)N(Cc1ccccc1)C1CCS(=O)(=O)C1 (stereo not given)
0.91,6,9,5,3,-2,0.95,2,O=C(Nc1ncccc1O)c1ccc2ccccc2c1
0.94,5,6,2,-7,0,0.98,5,Cc1ccsc1C(=O)OCC(=O)N1CCc2ccccc2C1
1.1,1,-11,-7,1,-1,1.1,22,Cc1cccc(Nc2nc(-c3ccccc3)cs2)n1
1.1,-10,-6,6,1,0,0.94,-8,O=C(CSc1nnc2ccc(-c3cccnc3)nn12)Nc1cccc(F)c1
0.95,-12,4,-2,-5,-1,1,-3,Cc1ccc(S(=O)(=O)N(C)CC(=O)N2CCOCC2)cc1
0.95,-11,5,-3,2,0,1,19,CN(CC(=O)Nc1ccccc1Cl)C(=O)COC(=O)c1ccc([N+](=O)[O-])s1
0.88,-1,12,3,-9,-4,0.97,11,CCN(CC)CCOCCOc1ccccc1F
1.9,2,-87,2,0,1,0.98,-10,CC(C)COc1cccc(C(=O)NNC(=O)C2COc3ccccc3O2)c1 (stereo not given)

Quoted from the listing:
Result of O=C(CSc1nnc2ccc(-c3cccnc3)nn12)Nc1cccc(F)c1 in PfG6PD inh: -8
Result of Cc1cccc(Nc2nc(-c3ccccc3)cs2)n1 in mIAP inh: -7

Next structures:
hIAP act,ATG4B inh,hIAP inh,mIAP inh,HKDC1 inhibitor,APOBEC3A inh,mIAP activ,PfG6PD inh,SMILES
0.96,2,4,4,1,0,0.96,20,COCCNC(=O)C(c1cccs1)N(C(=O)Cn1nnc2ccccc21)c1ccc2c(c1)OCO2 (stereo not given)
1.2,-4,-18,-2,-9,-3,1,-15,O=C(c1ccccc1)c1cc([N+](=O)[O-])ccc1N1CCOCC1
0.89,-4,11,0,5,-3,1,2,O=C(Nc1cccc(CNCCc2c[nH]c3ccccc23)c1)c1ccccc1Cl
0.93,4,7,4,0,-1,0.96,28,CCOC(=O)c1c(/N=C/c2cccc(C)c2O)sc2c1CCN(C)C2
1.1,-1,-11,3,7,1,0.97,0,Cc1cc2c(=O)[nH]cnc2s1
1,7,-2,6,3,-2,0.94,6,COc1ccc(/C=C/C(=O)NC2CCS(=O)(=O)C2)cc1 (stereo not given)
1.2,0,-22,0,-2,-3,1,8,CCOC(=O)Cn1c(=O)oc2ccc(C)cc21
1.1,-8,-11,-10,-4,0,1.1,18,COc1ccc(NC(=O)Nc2cnccn2)cc1OC
1.1,8,-10,-33,-4,1,1.3,2,CCNC(=S)Nc1cc(Cl)ccc1Oc1ccccc1
1.1,-2,-7,6,-3,-1,0.94,15,CCCC(=O)O/N=C(\c1ccccc1)c1ccncc1
0.94,-2,6,5,10,1,0.95,23,O=C(Nc1ccc2c(c1)OCO2)N1CCN(C(=O)C2CCCO2)CC1 (stereo not given)
1,3,-3,-1,-1,1,1,-10,Cc1c(-c2ccco2)[n+](=O)c2c(n1[O-])CCC2

Among those listed so far, these contain an aryl thioether with sulfur outside any ring:
hIAP act,ATG4B inh,hIAP inh,mIAP inh,HKDC1 inhibitor,APOBEC3A inh,mIAP activ,PfG6PD inh,SMILES
1,-10,0,0,-1,-2,1,14,CCn1c(CSc2nnc(-c3ccncc3)n2CCOC)nc2cc(C(=O)O)ccc21
0.83,3,17,-6,2,5,1.1,18,Cc1ccc(-n2c(SCC(=O)Nc3ccc4c(c3)OCO4)nnc2-c2ccoc2C)cc1
1.1,-4,-8,-18,-3,-6,1.2,3,COCCn1c(SCC(=O)c2[nH]c(C)c(C(C)=O)c2C)nc2ccccc2c1=O
1.1,-10,-6,6,1,0,0.94,-8,O=C(CSc1nnc2ccc(-c3cccnc3)nn12)Nc1cccc(F)c1

(continued)
hIAP act,ATG4B inh,hIAP inh,mIAP inh,HKDC1 inhibitor,APOBEC3A inh,mIAP activ,PfG6PD inh,SMILES
1.2,-4,-15,1,-11,3,0.99,-3,CS(=O)(=O)Nc1ccc(C(=O)NC2CCCCC2)cc1
1,4,-2,-4,-7,1,1,5,CCCCCNC1=CC(=O)CC(c2ccccc2)C1 (stereo not given)
0.96,5,4,2,-5,0,0.98,3,CCc1nnc(NS(=O)(=O)c2ccc(NC(=O)c3ccc(C#N)cc3)cc2)s1
0.88,-7,12,-1,-2,5,1,9,O=C(Nc1ccccc1-c1nnn(CC(=O)N2CCCc3ccccc32)n1)c1cccc(Cl)c1
0.95,-8,5,-3,0,0,1,1,COc1ccc(/C=C/C(=O)NCCCn2ccnc2)cc1
1,-7,-1,-5,-8,-3,1,-1,N#CCCN(C(=O)COc1ccc(Br)cc1F)c1ccc(F)cc1
1.2,1,-16,-29,-2,0,1.3,1,O=C(CN1CCCC1)Nc1ccc(NC(=O)Nc2ccccc2Cl)cc1
0.76,/,24,2,/,-1,0.98,/,Cc1sc(/C=C2\C(=O)ON=C2c2ccccc2)cc1Br
1,2,-2,-4,2,2,1,-7,CCOC(=O)N1CCC2(CC1)CC(=O)c1cc(O)ccc1O2
1.1,-9,-8,8,1,-3,0.92,-48,Cc1noc(NS(=O)(=O)c2ccc(NC(=O)CCCOc3ccc(Cl)cc3Cl)cc2)c1C
1.1,-4,-8,-4,1,0,1,-11,C=CCn1c(COc2ccc(Cl)cc2)nnc1SCC(=O)c1c(N)n(C)c(=O)n(C)c1=O
0.8,-5,20,8,-7,-7,0.92,7,Cc1cc(C)nc(N/N=C/c2ccccc2OCc2ccc(Br)cc2)n1
1.1,2,-7,-17,2,0,1.2,-23,O=c1c2ccccc2ncn1-c1ccc(Cl)cc1[N+](=O)[O-]
0.92,-2,8,-7,-3,-4,1.1,1,CC1(C)C/C(=N\O)c2cc3c(nc2C1)CCCC3
1,5,-1,-11,-5,1,1.1,8,Cc1ccc(NC(=O)NCc2cccnc2)cc1Cl
1.1,-9,-8,1,0,2,0.99,3,Cc1nnc(-c2cnn(-c3ccccc3)c2N)n1Cc1ccc(F)cc1
0.97,11,3,0,-1,1,1,-13,CCOc1ccc(S(=O)(=O)NC(C)C(=O)NCc2cccnc2)cc1 (stereo not given)
0.95,-1,5,3,-4,1,0.97,-9,O=C1CC(N2CCC(O)CC2)C(=O)N1c1ccc(Br)cc1 (stereo not given)
1.2,6,-22,-298,-7,0,4*,9,COc1ccc(Cl)cc1NC(=S)NCCC(c1ccccc1)c1ccccc1
0.94,-9,6,-12,-1,1,1.1,3,CN(C)C(=O)c1cc(C(=O)Cc2ccccc2)c[nH]1
0.85,0,15,16,-2,-1,0.84,-7,O=C(COC(=O)c1cccc(NS(=O)(=O)/C=C/c2ccccc2)c1)Nc1ccccc1OC(F)F
0.95,2,5,-3,-1,1,1,-12,Cc1cc(C)cc(NC(=O)CCN2CC(C)OC(C)C2)c1 (stereo not given)
0.97,0,3,4,8,4,0.96,15,c1cncc(CSc2nnc3ccc(-c4ccco4)nn23)c1
0.78,-9,22,-5,-4,-2,1,11,COCCNc1cc(C)nc2c(-c3ccccc3OC)c(C)nn12

Entries above shown as hits in mIAP activ:
hIAP act,ATG4B inh,hIAP inh,mIAP inh,HKDC1 inhibitor,APOBEC3A inh,mIAP activ,PfG6PD inh,SMILES
1.2,6,-22,-298,-7,0,4*,9,COc1ccc(Cl)cc1NC(=S)NCCC(c1ccccc1)c1ccccc1

Three structures out of the list, sorted by count of non-hydrogen atoms, high to low:
hIAP act,ATG4B inh,hIAP inh,mIAP inh,HKDC1 inhibitor,APOBEC3A inh,mIAP activ,PfG6PD inh,SMILES
0.85,0,15,16,-2,-1,0.84,-7,O=C(COC(=O)c1cccc(NS(=O)(=O)/C=C/c2ccccc2)c1)Nc1ccccc1OC(F)F
1.1,-9,-8,1,0,2,0.99,3,Cc1nnc(-c2cnn(-c3ccccc3)c2N)n1Cc1ccc(F)cc1
0.95,2,5,-3,-1,1,1,-12,Cc1cc(C)cc(NC(=O)CCN2CC(C)OC(C)C2)c1 (stereo not given)

Carrying on.
hIAP act,ATG4B inh,hIAP inh,mIAP inh,HKDC1 inhibitor,APOBEC3A inh,mIAP activ,PfG6PD inh,SMILES
0.93,3,7,-6,-8,2,1.1,6,CSc1cccc(CN2CCCC(CO)(Cc3cccc(Cl)c3)C2)c1 (stereo not given)
0.96,1,4,-9,-3,8,1.1,-4,Cc1[nH]c2ccccc2c1-c1csc(NC(=O)CN2CCOCC2)n1
1,-4,-5,11,6,1,0.89,7,O=C(COC(=O)CNC(=O)c1cccs1)Nc1ccc(C(F)(F)F)cc1[N+](=O)[O-]
0.82,-30,18,8,-3,-3,0.92,22,COc1ccc(OC)c(/C=N/NC(=O)c2cc3c(OC)c(OC)ccc3[nH]2)c1
1.1,-4,-7,12,1,2,0.88,-43,O=C(Nc1nccs1)c1ccc(Cl)c(S(=O)(=O)N2CCCCC2)c1
0.89,-17,11,-4,-3,-4,1,10,COC(=O)C(Cc1c[nH]c2ccccc12)NC(=O)c1cccs1 (stereo not given)
1.1,-2,-10,-3,-5,-2,1,-24,Cc1ccc(S(=O)(=O)Nc2ccc(S(=O)(=O)Nc3nccs3)cc2)cc1C
0.97,-1,3,4,1,-3,0.96,9,CCOC(=O)CNC(c1ccccc1)c1cc(Br)ccc1NC(=O)OCC (stereo not given)

Compound activity deposited in PubChem BioAssay by Sanford-Burnham Center for Chemical Genomics.

Compounds were not picked by outcome; any-hit rate near 2.4%.
